Screening data (PubChem)
RORgamma inh = qHTS for inhibitors of ROR gamma transcriptional activity. Nuclear receptor ROR-gamma (Mus musculus), P51450. Drosophila S2 Gal4-RORgamma UAS-luciferase reporter, 20 h. Potency, µM (series often up to 53.6 µM), inactives show at the highest dose activity change, negative = inhibition, hits mostly inhibitors. 5.4% of 310,000 active; note: potency is the fitted concentration of half-maximal effect; % is set by controls: 0 for no effect and ±100 for the full control effect; nearly all actives have a fitted effect of over 60% in size
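Using a luciferase readout, inhibitors were identified by reduced reporter activity in Drosophila cells coexpressing a copper-inducible Gal4–ROR gamma fusion and UAS-driven Photinus luciferase, incubated 20 hr after 700 uM copper sulfate.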
FLuc counter = qHTS profiling assay for firefly luciferase inhibitor/activator using purifed enzyme and Km concentrations of substrates (counterscreen for miR-21 project). Luciferin 4-monooxygenase (Photinus pyralis), P08659. purified FLuc, Km substrates, luminescence inhibition. Potency, µM (doses to about 57.5 µM), for the others: at the highest dose activity change, negative = inhibition, actives largely listed as inhibitors. 6.9% of 360,000 active. AID 588342, 2011;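 note: potency is the fitted concentration of half-maximal effect; plate controls were vehicle for no effect and reference inhibitor for full effect; nearly all actives have a fitted effect of over 55% in size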
Target sequence (P08659 whole entry, looked up): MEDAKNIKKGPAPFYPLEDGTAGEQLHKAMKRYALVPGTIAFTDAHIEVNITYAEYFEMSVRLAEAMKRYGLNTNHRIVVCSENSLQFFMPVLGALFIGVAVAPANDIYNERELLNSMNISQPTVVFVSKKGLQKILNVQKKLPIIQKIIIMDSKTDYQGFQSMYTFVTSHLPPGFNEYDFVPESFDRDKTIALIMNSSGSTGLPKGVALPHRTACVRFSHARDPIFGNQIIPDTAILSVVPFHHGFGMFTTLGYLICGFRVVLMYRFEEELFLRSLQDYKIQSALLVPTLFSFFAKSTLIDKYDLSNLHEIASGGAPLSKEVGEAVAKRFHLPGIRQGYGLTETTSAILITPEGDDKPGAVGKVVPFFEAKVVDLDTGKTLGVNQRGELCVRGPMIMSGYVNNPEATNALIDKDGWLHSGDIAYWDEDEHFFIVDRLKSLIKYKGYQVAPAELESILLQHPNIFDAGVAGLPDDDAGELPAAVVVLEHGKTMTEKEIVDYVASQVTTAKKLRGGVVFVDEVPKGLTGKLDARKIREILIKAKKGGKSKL
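Biochemical qHTS of compounds, final roughly 60 µM downward over six points, against 10 nM purified firefly luciferase using Km concentrations of substrates (10 uM D-luciferin, 10 uM ATP) in Tris acetate pH 7.5 buffer; luminescence output.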
KCNH2 3.1 inh = qHTS for Inhibitors of KCHN2 3.1: Mutant qHTS. Potassium voltage-gated channel subfamily H member 2, brain isoform KCNH2 3.1 (human). 0.95% of 340,000 active. U2OS KCNH2 3.1, thallium flux FluxOr; stronger effect = lower value. activity change, % (tested at about 1.8 µM);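 active = maximum activity change below -70%; inconclusive = maximum activity change from -70% to -50%; inactive = maximum activity change above -50%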;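 note: thallium influx rate constant from kinetic fluorescence after stimulation buffer; % is set by controls: 0 for no effect and ±100 for the full control effect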
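Channel expression came from 3.1 mutant virus (1.77 x 10^8 /mL) applied to suspended U2OS cells for 4 h. Flux was tracked with FluxOr dye plus Red40 quencher, and kinetic rate constants normalized to controls.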
uPA surface inh = qHTS for Inhibitors of Cell Surface uPA Generation | cell surface uPA generation assay, qHTS | 0.31% of 330,000 active | Potency, µM (series often up to 38.3 µM), for the others: top-dose activity change, negative = inhibition, hits mostly inhibitors; active = well fitted inhibition curve with a large enough effect; inconclusive = small, poorly fitted or top-dose-only effect; inactive = no such curve, though single readings can be large or run the other way; tested in mouse RAW 264.7 cells; note: potency is the fitted concentration of half-maximal effect; % is set by controls: 0 for no effect and ±100 for the full control effect; nearly all actives have a fitted effect of over 55% in size
Giardia killer = Small Molecules that selectively kill Giardia lamblia: qHTS; Giardia lamblia trophozoite viability; 0.15% of 340,000 active; activity change, % at 7.66 µM, hits read low; in the data active = activity change below about -80%; inconclusive = between about -30% and that limit;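 note: parasites exposed to compound for two days anaerobically before the ATP read; % is set by controls: 0 for no effect and ±100 for the full control effect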
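Giardia lamblia trophozoites (100 cells/well) were incubated with compounds for 48 h at 37 deg C under anaerobic conditions. Viability was read as ATP content by one-step luminescence after 15-30 min at room temperature.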
Rab9 prom act = qHTS Assay for Rab9 Promoter Activators. Huh7 Rab9 promoter-luciferase reporter, luminescence, 24 h. Potency, µM (highest dose often 9.22 µM), without a hit: at the top dose activation, negative = inhibition, usual class: activators. 2.8% of 320,000 active. AID 485297, 2010; note: potency is the fitted concentration of half-maximal effect; % of control where 0% means no effect; nearly all actives have a fitted effect of over 60% in size
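Rab9 promoter-driven luciferase in stably transfected Huh7 cells; 1500 cells/well rested 2 h, exposed to compound in DMSO for 24 h at 37 °C, 5% CO2. Luminescence read 10 min after adding luciferase reagent at ambient temperature.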
VP16 counter = VP16 counterscreen qHTS for inhibitors of ROR gamma transcriptional activity. Drosophila S2 Gal4-VP16 UAS-luciferase, luminescence, 20 h. Potency, µM (titrated, usually from 53.6 µM), for the others: at the top dose activity, negative = inhibition, most hits filed as inhibitors. 3.5% of 310,000 active. AID 2546, 2010;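 note: Gal4-VP16 expression switched on by copper sulfate through the metallothionein promoter; potency is the fitted concentration of half-maximal effect; % is set by controls: 0 for no effect and ±100 for the full control effect; nearly all actives have a fitted effect of over 50% in size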
NPC1 promoter act = qHTS Assay for NPC1 Promoter Activators; 2.4% of 320,000 active; Potency, µM (top dose mostly 9.22 µM), without a hit: top-dose activation, most hits filed as activators; Huh7 NPC1 promoter luciferase reporter, 24 h;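 note: potency is the fitted concentration of half-maximal effect; % of control where 0% means no effect; nearly all actives have a fitted effect of over 60% in size; reporter is driven by a mutant NPC1 promoter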
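NPC1 promoter–luciferase Huh7 cells; 24 h compound; luminescence.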
ELG1 genotox = qHTS screen for small molecules that induce genotoxicity in human embryonic kidney (HEK293T) cells expressing luciferase-tagged ELG1; HEK293T ELG1-luciferase reporter, luminescence, 16 h; 1.3% of 330,000 active; Potency, µM (highest dose often 46 µM), without a hit: top-dose activity change, positive = activation, actives largely listed as activators; AID 504466, 2011; note: potency is the fitted concentration of half-maximal effect; % of control where 0% means no effect; nearly all actives have a fitted effect of over 60% in size
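HEK293T cells expressing luciferase-tagged ELG1 were exposed to compound or DMSO vehicle for 16 hr at 37 °C and 5% CO2. Luciferase activity was then measured with ONE-Glo after 30 min at room temperature.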
Tb PFK inh = qHTS Assay to Find Inhibitors of T. brucei phosphofructokinase; T. brucei PFK, ADP-Glo luminescence; Potency, µM (highest dose often 57.5 µM), for inactives: at the highest dose activity, negative = inhibition, most hits filed as inhibitors; 0.17% of 330,000 active; AID 485367, 2010;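 note: potency is the fitted concentration of half-maximal effect; 0% = uninhibited 1x PFK enzyme wells and -100% = no-enzyme wells; nearly all actives have a fitted effect of over 60% in size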
Target sequence (O15648 whole entry, looked up): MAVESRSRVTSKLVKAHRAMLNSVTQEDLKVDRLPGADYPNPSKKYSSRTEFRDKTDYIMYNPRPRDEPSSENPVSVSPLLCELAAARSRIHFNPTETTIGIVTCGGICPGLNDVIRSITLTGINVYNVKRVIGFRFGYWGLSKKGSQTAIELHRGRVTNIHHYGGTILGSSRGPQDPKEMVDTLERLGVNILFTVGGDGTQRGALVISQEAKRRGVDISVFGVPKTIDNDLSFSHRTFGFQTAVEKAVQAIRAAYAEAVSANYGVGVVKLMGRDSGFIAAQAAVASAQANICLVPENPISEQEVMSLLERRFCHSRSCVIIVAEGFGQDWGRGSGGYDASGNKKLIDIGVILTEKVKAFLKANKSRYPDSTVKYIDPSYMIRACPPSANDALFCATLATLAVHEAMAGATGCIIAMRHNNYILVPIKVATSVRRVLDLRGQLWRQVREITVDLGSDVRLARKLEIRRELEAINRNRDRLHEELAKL
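Compounds were pin-transferred as a titration series up to 57 uM into substrate buffer (0.5 mM F6P, 0.1 mM ATP, pH 8.0), then 1.25 nM PFK was added and reactions ran 45 min before ADP-Glo detection.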
FBPA coupling cs = qHTS Assay for Inhibitors of Fructose-1,6-bisphosphate Aldolase from Giardia Lamblia: Coupling assay counterscreen; coupling enzyme system counterscreen, AmpLite Red fluorescence; activity change, negative = inhibition, % at 58.2 µM, hits read low; 0.67% of 290,000 active; AID 2472, 2010; in the data active = activity change below about -30%; note: % is set by controls: 0 for no effect and ±100 for the full control effect
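Coupling enzymes only (glyceraldehyde-3-phosphate) + compound, at 57.5 uM final, 10 min RT; add substrate/coupling/AmpLite Red mix, 20 min RT; fluorescence ex 525/em 598 nm. Actives flag coupling-system interference.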
The depositor's hits bear a star; ? = inconclusive; · = not tested or not shown; & = joins results of further samples; [ ] = remark or other dose. Unless noted, calls come from the whole dose curve; as a rule, active = well fitted curve in the direction sought with a large enough effect; inconclusive = small, poorly fitted or top-dose-only effect, or another doubt; inactive = no such curve, though single readings can be large; an effect the other way counts as inactive or inconclusive.

Order of values: RORgamma inh	FLuc counter	KCNH2 3.1 inh	uPA surface inh	Giardia killer	Rab9 prom act	VP16 counter	NPC1 promoter act	ELG1 genotox	Tb PFK inh	FBPA coupling cs
1. CCOc1cccc(/C(O)=C2/C(=O)C(=O)N(CCN3CCOCC3)C2c2ccncc2)c1 (stereo not given)
  -12.9%	-16.4%	·	·	·	0.7%	-16.3%	0.3%	0.2%	-16.8%	-3.5
2. COC(=O)c1cc(S(=O)(=O)NCCc2ccc(C)cc2)c[nH]1
  ?	4.6%	-5.0	10.3%	10.8	0.2%	0.8%	1.5%	-5.9%	-1.0%	0.7
3. O=C(Nc1ccc([N+](=O)[O-])cc1)C1CC12CCC2 (stereo not given)
  29.5%	?	2.4	1.7%	1.9	25.0%	6.8%	16.9%	8.7%	-8.1%	-1.2
4. Cc1ccc(C2=NN(C(=O)CSc3nccn3C)C(c3ccco3)C2)cc1 (stereo not given)
  -28.0%	4.4%	-3.1	-15.6%	7.4	-8.7%	-11.3%	-31.3%[inhibitor]	-8.6%	-5.4%	2.4
5. COc1ccc(C2=NN(c3ccc(C(=O)O)cc3)C(c3ccc(OC)c(OC)c3)C2)cc1 (stereo not given)
  7.08µM*	?	4.7	-1.3%	-13.1	9.6%	-15.4%	16.1%	23.1µM*	-2.3%	7.8
6. CCOc1ccc(C(=O)CCN2CCOCC2)cc1
  ·	1.6%	-15.3	-17.3%	-0.9	4.1%	·	-6.1%	2.2%	0.3%	-0.2
7. CC(C)NS(=O)(=O)c1ccc(CCC(=O)Nc2ccc3c(c2)OCO3)cc1
  7.4%	1.0%	-0.7	5.3%	7.0	0.2%	-0.9%	1.6%	-0.4%	0.4%	0.4
8. Cc1cccc(NC(c2ccc(O)cc2)c2ccc3ccc(C)nc3c2O)n1 (stereo not given)
  10µM*	1.9%	-3.3	-9.2%	16.5	-2.3%	-3.6%	0.8%	-0.3%	4.7%	-7.9
9. COC(=O)C1=C(NC(=O)c2ccc(Br)cc2)CCS1
  2.7%	-9.6%	2.8	-4.0%	-0.3	7.9%	7.2%	2.5%	-8.6%	-1.9%	1.7
10. COc1ccc2nc(NC(=O)CSc3nnnn3C3CCCCC3)sc2c1
  ?	?	0.6	7.6%	15.6	·	-6.9%	·	·	·	3.1
11. Nc1nc(CN2CCOCC2)cs1
  -4.2%	-0.8%	-20.5	-0.7%	-12.6	-8.1%	-5.4%	-1.4%	-0.3%	3.7%	-6.6
12. O=C(N/N=C/c1ccc2cccc(OCc3ccccc3)c2n1)c1ccc(Br)cc1
  -33.4%	2.69µM*	-41.7	-5.4%	-3.6	-7.2%	2.6%	-2.0%	0.4%	0.6%	5.4
13. CCCCN(C(=O)C(C)N1C(=O)c2ccccc2C1=O)c1c(N)n(CC(C)C)c(=O)[nH]c1=O (stereo not given)
  ·	-2.1%	-4.6	4.4%	7.8	2.9%	·	-0.7%	-3.7%	6.6%	·
14. CC(C)NCC(O)COc1ccc(Br)cc1 (stereo not given)
  -14.2%	1.2%	-20.9	1.7%	-1.1	-3.4%	-0.2%	-2.3%	-4.7%	0.9%	-0.6
15. Cc1nn(-c2ccccc2)c2c1C1(C(=O)N(C)c3ccccc31)C(C#N)=C(N)O2 (stereo not given)
  11.2µM*	-12.5%	-12.3	-1.2%	-6.6	1.5%	?	4.9%	-1.4%	-2.3%	-43.8*
16. O=C(Nc1ccc(S(=O)(=O)Nc2ncccn2)cc1)c1cc([N+](=O)[O-])ccc1Cl
  7.1%	-0.9%	-17.9	-2.5%	-23.1	-2.0%	-5.0%	0.3%	1.7%	1.7%	6.0
17. O=C(CSc1nnc(COc2ccc(Cl)cc2)o1)N1CCOCC1
  12.0%	-9.8%	3.4	-0.1%	12.5	18.7%	6.5%	0.6%	4.4%	-7.5%	-0.9
18. N#CCSc1nnc(CNc2cccc(Cl)c2)o1
  9.3%	3.6%	-11.6	·	-6.0	-5.1%	8.9%	6.7%	-0.3%	23.9µM*	1.2
19. Cc1ccc(C(=O)C[n+]2cc(Br)cc(Br)c2)cc1[N+](=O)[O-]
  -3.1%	2.6%	2.8	-15.3%	-10.6	-1.3%	15.5%	0.6%	2.1%	-2.2%	-3.9
20. Cc1cccc(N=C2NC(=O)/C(=C/c3cccnc3)S2)c1C
  -40.8%	-10.5%	8.8	0.7%	-3.1	-4.2%	-13.5%	-2.2%	-13.8%	3.7%	-12.7
21. COc1ccc(N2CCN(C(=O)c3ccc(CS(=O)c4cccc(C)c4)o3)CC2)cc1 (stereo not given)
  2.0%	-0.7%&-1.1%	9.3	?	-4.4	-6.6%	6.9%	-21.0%	-7.8%	-0.4%	·
22. O=[N+]([O-])c1ccc(O)c(/C=N/NC(=S)Nc2ccc(Cl)cc2Cl)c1
  2.51µM*	?	-0.6	3.4%	1.2	-11.8%	2.51µM*	-5.5%	5.4%	0.0%	-3.6
23. O=C(NNC(=O)c1cccnc1)c1ccncc1
  6.5%	0.3%	12.2	28.7%	-7.7	0.3%	1.2%	2.2%	-1.3%	-6.5%	1.7
24. CCOc1cccc(CN2CCCC(N3CCc4ccccc4C3)C2)c1O (stereo not given)
  1.6%	2.5%	-18.5	-1.5%	-16.9	-1.0%	-2.5%	-1.8%	-2.8%	-0.7%	0.6
25. CCCN(Cc1ccccc1)C(=S)Nc1ccc(C(C)=O)cc1
  4.47µM*	2.2%	0.6	0.5%	12.6	-8.3%	10µM*	7.1%	1.4%	3.9%	-1.1
26. COc1cc(C2=Nc3c(c(C)nn3-c3ccccc3)P(=O)(N3CCOCC3)O2)cc(OC)c1OC (stereo not given)
  9.2%	0.2%	14.2	0.9%	14.1	-4.5%	4.0%[0.365 µM]	2.2%	-0.8%	0.0%	2.2
27. CC(C)(C)NCC(O)Cn1cc(C=O)c2ccccc21 (stereo not given)
  5.7%	-2.4%	-30.6	-12.8%	-21.3	-2.4%	1.0%	-3.9%	3.7%	1.8%	1.4
28. Cn1nnc2cc(C(=O)Nc3cccnc3)ccc21
  43.1%	-0.8%	-12.0	-2.0%	12.2	2.9%	3.4%	-0.4%	10.5%	0.4%	-1.6
29. O=[N+]([O-])c1ccc(/C=N/Nc2nc(N3CCCCC3)nc(N3CCCCC3)n2)cc1
  -13.3%	-4.8%	2.8	-1.1%	4.6	-13.3%	-9.3%	-9.4%	-3.4%	1.5%	-1.2
30. CCOC(=O)C(=NCC1CCCO1)NNc1cc(Cl)ccc1Cl (stereo not given)
  10.1%	-1.2%	18.9	8.4%	2.7	-3.4%	-7.4%	-0.7%	-2.4%	1.7%	1.1
31. CCc1c(C)nc(N)n2c(SCC(=O)N3CCN(c4ccccc4OC)CC3)nnc12
  -0.2%	0.5%	·	·	·	-1.5%	0.2%	-0.6%	-0.1%	-13.6%	1.6
32. CCN(c1ccccc1)S(=O)(=O)c1ccc(N)cc1
  -18.4%	0.1%	-2.3	-2.0%	13.5	-7.6%	-8.5%	1.3%	0.3%	-1.4%	2.0
33. O=C(N/N=C/c1cccc2ccccc12)c1cc2ccccc2o1
  ·	?	2.1	4.9%	19.5	0.8%	·	-0.5%	-0.1%	1.0%	-1.0
34. CC(C)(C)OC(=O)NC(Cc1ccccc1)C(=O)N1CCC(C(=O)NCC(=O)Nc2ccc(F)cc2)CC1 (stereo not given)
  20.4%	1.5%	18.2	2.7%	1.8	4.3%	5.6%	23.7%	4.7%	-5.4%	·
35. COc1cc(C(=S)N2CCOCC2)ccc1OS(=O)(=O)c1ccc(C)cc1
  130.6%	2.7%	-1.8	7.7%	-15.4	-1.3%	24.1%	-1.7%	-3.0%	1.2%	2.0
36. O=C(/C=C/c1ccccc1Cl)N1CCN(c2ncccn2)CC1
  14.0%	?	1.9	-0.6%	-20.4	-5.5%	16.0%	-2.3%	0.6%	-1.2%	2.3
37. O=C(NCc1ccccn1)C1CCCN(S(=O)(=O)c2ccc(Br)cc2)C1 (stereo not given)
  1.4%	-5.3%	1.0	4.6%	-12.2	·	-13.9%	·	·	·	1.3
38. O=S(=O)(c1ccccc1)c1cnc(-c2cccnc2)nc1-c1ccc(Cl)cc1Cl
  ?	1.3%	2.9	-2.2%	6.9	-1.0%	?	-5.8%	-2.9%	-3.3%	11.4
39. CCc1onc(C)c1C(=O)O
  -11.0%	-11.3%	-10.1	-8.4%	-7.8	-4.9%	-7.8%	-1.7%	1.9%	0.7%	-1.4
